Screens: PubChem, several laboratories
hcDAF-12 act: H. contortus DAF-12 activation, primary screen | activation, % at 6.8 µM | AID 652067 | actives 1.4% (n = 370,000) | HEK293 hcDAF-12 lit1-tk-luc reporter, luminescence; 0% DMSO, 100% Δ7-dafachronic acid;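 active = activation above the mean of all tested compounds plus 3 SD, cut at about 5.5% in these data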;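 also: 100% = response to 3 µM Δ7-dafachronic acid high control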
FXN GAA850 act: activators of GAA850 frataxin (FXN) promoter. actives 0.56% (n = 360,000). activation, % at 6 µM. HEK293 lucGAA850 FXN promoter luciferase reporter, 24 h; percent of 10 µM SAHA response;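 active = activation above the average of all compounds screened plus 3 SD, cutoff fixed separately per campaign, cut at about 7.5% in these data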;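 also: 0% = DMSO wells and 100% = 10 µM SAHA wells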
DAX1 inh-1: blocks DAX1 repression of SF-1 activated StAR promoter | HEK293T StAR-luciferase reporter, SF-1/DAX-1 repression relief | inhibition, % at 6.8 µM | actives 1.1% (n = 370,000) | AID 652010;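 active = inhibition above the mean over all tested compounds plus 3 SD, cut at about 3.6% in these data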;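 also: 0% = DAX-1 cells with DMSO and 100% = cells lacking DAX-1 with DMSO; higher inhibition means more luminescence from relief of DAX-1 repression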
SMARCA2 activ: SMARCA2 function activation, primary screen | MG213 cells, MMTV-luciferase reporter, dexamethasone, overnight | activation, % at 9.1 µM | actives 1% (n = 370,000); in the data active = activation above about 7.8%;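 also: 0% = vehicle wells and 100% = reference activator wells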
sPLA2-III inh: Inhibits HGIII-sPLA2 liposome hydrolysis, primary screen; inhibition, % at 12.2 µM; AID 743126; actives 0.56% (n = 370,000); Q9NZ20; QFRET BODIPY PC-A2 liposome hydrolysis, fluorescence;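 active = inhibition above mean plus 3 SD of compounds lying within the high and low control bounds, cut at about 19% in these data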;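 also: 0% = median of test compound wells and 100% = no enzyme DMSO wells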
Target sequence (Q9NZ20 whole entry, looked up): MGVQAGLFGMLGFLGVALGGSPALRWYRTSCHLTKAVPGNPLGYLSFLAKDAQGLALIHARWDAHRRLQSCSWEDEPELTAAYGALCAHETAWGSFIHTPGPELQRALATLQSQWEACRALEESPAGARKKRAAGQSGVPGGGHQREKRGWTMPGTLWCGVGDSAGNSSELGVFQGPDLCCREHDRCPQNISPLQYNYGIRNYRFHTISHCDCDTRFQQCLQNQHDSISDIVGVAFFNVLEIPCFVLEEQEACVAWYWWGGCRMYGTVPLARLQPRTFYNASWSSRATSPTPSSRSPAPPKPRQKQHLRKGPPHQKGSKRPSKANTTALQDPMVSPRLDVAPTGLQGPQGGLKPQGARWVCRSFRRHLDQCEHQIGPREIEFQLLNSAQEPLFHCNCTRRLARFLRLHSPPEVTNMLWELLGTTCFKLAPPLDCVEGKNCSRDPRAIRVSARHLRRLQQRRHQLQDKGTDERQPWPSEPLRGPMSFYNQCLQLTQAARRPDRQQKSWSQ
GC-B act: GC-B (human) receptor activation. P20594. activation, % at 10 µM. actives 0.11% (n = 370,000). AID 1920062. HEK293-GC-B cells, CNP EC30, cGMP TR-FRET; 0% at EC30 CNP, 100% saturating CNP;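 active = activation at 10 µM reaching about 35% in either raw or pattern-adjusted values, limit read from the data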
hgDAF12 agonist: hgDAF-12 agonism, primary luciferase screen; HEK293 GAL4-hgDAF12 UAS-luciferase reporter, agonist luminescence; normalized to butyrate control; activation, % at 6.8 µM; actives 1.8% (n = 370,000); AID 687014;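 active = activation above a cutoff set at the mean of all screened compounds plus 3 SD, cut at about 10% in these data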;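 also: 0% = DMSO wells and 100% = sodium butyrate wells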
DAX1 inh-2: NR0B1 (DAX1) inhibition; AID 504766; actives 0.99% (n = 340,000); inhibition, % at 6.75 µM; HEK293 Gal4-DAX1 luciferase reporter, luminescence;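 active = inhibition above the mean over all tested compounds plus 3 SD, cut at about 4.2% in these data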;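 also: 0% = DAX1-transfected cells with DMSO and 100% = empty-vector control cells with DMSO; inhibition shows as a rise in luminescence from relieved DAX1 repression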
Target sequence (P51843 207-470 limits assumed): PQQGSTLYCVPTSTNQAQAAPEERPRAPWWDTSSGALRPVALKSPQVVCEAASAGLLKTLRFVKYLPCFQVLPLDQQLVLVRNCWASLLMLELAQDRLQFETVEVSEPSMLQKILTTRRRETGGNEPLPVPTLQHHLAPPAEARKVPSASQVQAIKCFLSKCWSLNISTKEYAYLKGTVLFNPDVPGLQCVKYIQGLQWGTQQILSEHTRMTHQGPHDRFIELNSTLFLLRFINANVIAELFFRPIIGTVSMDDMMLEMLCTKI
proKLK7 act: activates the human kallikrein-7 zymogen; P49862; purified proKLK7, EDANS-DABCYL substrate fluorescence; 100% is mature enzyme control, 0% vehicle; activation, % at 7 µM; actives 0.9% (n = 370,000);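 active = activation above the mean of all tested compounds plus 3 SD, computed per campaign excluding outliers beyond control limits, cut at about 13% in these data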
GC-A act: GC-A (human) enzyme activation. HEK293 GC-A cells, cGMP TR-FRET, EC30 ANP; 0% at EC30 ANP, 100% saturating ANP. activation, % at 10 µM. actives 0.14% (n = 370,000); in the data active = activation above about 40%
ssDAF12 agonist: S. stercoralis DAF-12 activation, primary screen; HEK293 ssDAF-12/GRIP1 lit1-tk-luc reporter, luminescence; % of 3 µM dafachronic acid response; activation, % at 6.8 µM; actives 1% (n = 370,000); AID 652126;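 active = activation above the mean over all tested compounds plus 3 SD, cut at about 0.9% in these data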;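 also: 0% = DMSO-only wells and 100% = 3 µM delta7-dafachronic acid wells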
An asterisk follows results filed as active; . = no result given.

(1) O=C(Cn1cnc2ccccc2c1=O)Nc1nnc(SCc2ccccc2)s1
(2) COc1ccc(C)cc1NC(=O)C(OC(=O)CNC(=O)c1cccc(F)c1)c1ccccc1 (stereo unspecified)
(3) CC(=O)N1N=C(N)SC1c1cccc([N+](=O)[O-])c1 (stereo unspecified)
(4) C(=C\c1ccccc1)/C=N/Nc1nc2ccccc2[nH]1
(5) Cc1ccc(C(=O)OCC(=O)Nc2ccc(F)c(Cl)c2)o1
(6) CC(c1cccs1)N(Cc1ccco1)C(=O)Nc1ccc(Cl)c(Cl)c1 (stereo unspecified)
(7) CCNC(=O)n1cc(-n2cncn2)c(-c2ccccc2)n1
(8) COc1ccc(CN(C)Cc2c(O)ccc3cc(Br)ccc23)cc1OC

Compound	1	2	3	4	5	6	7	8
hcDAF-12 act	-0.7	-0.6	-1.4	3.2	0.0	-2.2	0.1	0.1
FXN GAA850 act	-0.2	0.1	0.0	4.5	1.1	-0.2	0.0	1.0
DAX1 inh-1	0.4	-0.1	-0.1	1.0	-0.9	0.2	0.2	0.3
SMARCA2 activ	-2	-3	-1	5	-2	-2	-3	-4
sPLA2-III inh	3	5	13	17	11	-4	0	-44
GC-B act	.	-10	-4	-1	-2	-2	-3	-7
hgDAF12 agonist	-0.8	-4.1	0.7	15*	-0.2	-0.1	1.8	-0.4
DAX1 inh-2	2.0	-0.6	0.8	-0.6	-0.1	-0.6	-0.7	0.6
proKLK7 act	-0.2	-1.1	-0.1	-0.4	-0.4	-0.2	0.2	-0.6
GC-A act	.	-9	0	-4	1	-2	1	-7
ssDAF12 agonist	-0.2	-1.6	-0.5	-0.2	-0.7	-1.4	-1.5	-1.0

(9) COC1Cc2ccccc2N(C(N)=O)c2ccccc21 (stereo unspecified)
(10) CC(=O)N/C(=C\c1ccc(F)cc1)C(=O)NC(C(=O)O)C(C)C (stereo unspecified)
(11) CCOC(=O)c1sc(NC(=O)c2cccs2)nc1C
(12) Cc1ccc(CSCC(=O)NCCCN2CCOCC2)cc1
(13) CC(C)Cc1ccc(-c2cc3nc(NCCCn4ccnc4)ccn3n2)cc1
(14) O=C(O)CN1C(=O)N/C(=C\c2cccn2-c2ccc(P(=O)(O)O)cc2)C1=O
(15) COCCOC(=O)c1c(NC(=O)CNc2ccc(C)c(F)c2)sc(C(N)=O)c1C
(16) CC(C)[C@H](NC(=O)[C@@H]1Cc2ccccc2CN1C(=O)OC(C)(C)C)C(=O)NC1CCCC1

Compound	9	10	11	12	13	14	15	16
hcDAF-12 act	1.9	-0.5	11*	-0.2	6.1*	-0.4	-1.6	0.7
FXN GAA850 act	0.8	-0.4	4.2	-0.3	4.7	-0.3	1.0	-2.5
DAX1 inh-1	-0.1	0.0	1.4	-0.1	5.5*	-0.6	-0.3	-0.2
SMARCA2 activ	1	1	3	0	-4	-1	-1	-3
sPLA2-III inh	-2	4	0	-2	-18	-5	1	7
GC-B act	1	4	0	3	-7	-4	-3	2
hgDAF12 agonist	-0.5	-0.9	5.7	-0.1	15*	-1.8	-0.8	-0.7
DAX1 inh-2	2.6	-0.8	1.6	-0.6	.	0.7	1.1	0.6
proKLK7 act	0.4	0.6	-0.7	0.6	-8.7	-0.3	-0.3	0.9
GC-A act	3	6	-2	2	-5	-2	-4	4
ssDAF12 agonist	-1.1	-0.6	1.9*	-2.2	-0.6	-0.8	-2.1	-1.1

(17) Clc1ccc(Cn2ncc3c(NCc4ccccc4)ncnc32)c(Cl)c1
(18) Cc1cc(C(=O)NN)c2cc(Br)ccc2n1
(19) COc1ccc(-c2noc(CCC(=O)N3CCC(c4cc(C)ccc4C)CC3)n2)cc1
(20) O=C(Nc1cc(S(=O)(=O)N2CCOCC2)ccc1N1CCOCC1)c1ccc([N+](=O)[O-])s1
(21) COc1ccc(NC(=O)c2cnc3sccn3c2=O)cc1
(22) Cc1cccc(C(=O)NC(=S)Nc2ccc(N3CCOCC3)cc2)c1
(23) COc1ccc(N2CCN(C(=O)C(=O)c3cc(OC)c4ccccc4c3)CC2)cc1
(24) Cc1noc(C)c1-c1ccc(C(=O)NCCC(F)(F)F)c2occc12

Compound	17	18	19	20	21	22	23	24
hcDAF-12 act	-2.8	0.0	-1.6	-0.3	4.5	-1.0	-1.4	1.9
FXN GAA850 act	.	-3.8	1.4	-0.6	2.6	1.7	.	0.5
DAX1 inh-1	1.1	-1.6	0.3	-2.3	1.6	1.1	0.2	-0.3
SMARCA2 activ	-3	1	-2	-2	8.3*	-1	6	-4
sPLA2-III inh	2	3	-2	7	-2	12	2	-6
GC-B act	2	-4	-2	0	-3	-4	-3	4
hgDAF12 agonist	2.6	2.0	3.7	-2.4	8.2	-1.3	-1.8	-1.6
DAX1 inh-2	.	0.1	-0.4	0.0	-0.1	-0.3	.	.
proKLK7 act	0.3	0.0	0.3	0.3	0.0	-0.1	-0.4	0.5
GC-A act	-4	4	-7	-3	2	1	-1	11
ssDAF12 agonist	-0.7	-0.9	3.0*	-0.7	0.9*	-1.5	-0.6	-0.5

(25) CCC(=O)Nc1cccc(NC(=S)NC(=O)c2ccc(Cl)cc2)c1
(26) NC(=O)C1CCN(C(=O)C2CCC(=O)N(Cc3ccc(Cl)cc3)C2)CC1 (stereo unspecified)
(27) Cc1ccc(C(=O)NCC(=O)O)s1
(28) CCOc1ccc2[nH]c(=S)[nH]c2c1
(29) Cc1cccc(C)c1NC(=O)CN(C)C(=O)c1ccccc1OCc1ccc(F)cc1
(30) CSc1ccc(SC2CN(Cc3ccc(C)cc3)S(=O)(=O)C2)cc1 (stereo unspecified)
(31) Cc1ccc(NC(=O)c2ncn(CCCNCc3ccccn3)n2)cc1C
(32) CN(C)S(=O)(=O)c1ccc(/C(O)=C2/C(=O)C(=O)N(Cc3cccnc3)C2c2cccs2)cc1 (stereo unspecified)

Compound	25	26	27	28	29	30	31	32
hcDAF-12 act	-1.6	0.9	-0.4	-1.4	0.7	-0.3	-1.4	-0.8
FXN GAA850 act	2.9	0.3	2.7	0.3	0.0	.	0.9	0.1
DAX1 inh-1	0.6	0.2	-0.1	0.2	1.5	1.2	0.3	0.0
SMARCA2 activ	6	-2	-1	1	-3	-4	-1	-3
sPLA2-III inh	3	2	1	9	7	-2	7	-6
GC-B act	-7	2	3	0	-1	2	3	0
hgDAF12 agonist	4.0	-0.5	-2.0	2.6	2.0	-0.2	2.5	0.4
DAX1 inh-2	3.9	0.5	1.0	-0.4	0.8	.	1.2	-1.3
proKLK7 act	0.1	-0.2	-0.9	-0.1	0.3	-0.3	0.4	0.6
GC-A act	-1	3	2	0	-2	0	1	2
ssDAF12 agonist	-0.9	-0.9	-1.3	-1.1	-0.6	-0.4	-0.8	-0.9

(33) COc1ccc(CNC(=O)Cc2ccc(OC)c(S(=O)(=O)N3CCOCC3)c2)cc1
(34) Cc1nnc(N2CCCC(C(=O)NCc3ccc(OC(C)C)cc3)C2)c2nn(-c3ccccc3)c(C)c12 (stereo unspecified)
(35) COc1ccc(NC(=O)C2=CC(c3ccco3)=NS(=O)(=O)N2C)cc1
(36) COc1ccc(/C(C)=N/OCC(=O)N=Nc2c(O)[nH]c3ccccc23)cc1
(37) Cc1ccc(NC(=O)c2ccccc2Cl)c(Cl)c1
(38) COc1ccccc1OCC(=O)Nc1ncc(C)s1
(39) Clc1ccc(Cn2ncc3c(NCc4ccco4)ncnc32)c(Cl)c1
(40) CCCc1ccc2oc(C(=O)N3CCN(C4CCS(=O)(=O)C4)CC3)c(C)c2c1 (stereo unspecified)

Compound	33	34	35	36	37	38	39	40
hcDAF-12 act	-0.3	-2.1	-2.0	-0.1	0.6	4.7	-2.2	2.5
FXN GAA850 act	-1.2	5.4	1.0	-1.3	2.5	3.6	.	-0.9
DAX1 inh-1	-0.7	-0.9	-0.2	0.3	0.9	10*	-2.6	-1.2
SMARCA2 activ	-4	0	0	2	13*	1	-2	2
sPLA2-III inh	5	-20	-9	5	1	18	-24	-8
GC-B act	-3	-10	1	2	-1	3	7	7
hgDAF12 agonist	-0.3	-1.2	3.4	0.7	11*	17*	-1.1	0.1
DAX1 inh-2	-0.9	-0.8	3.7	-0.2	0.9	1.3	.	-0.3
proKLK7 act	0.1	-3.9	0.5	0.0	-0.9	-0.6	0.4	0.1
GC-A act	-4	-5	-1	4	5	1	1	0
ssDAF12 agonist	-0.8	-1.5	-0.2	-0.4	-0.4	0.3	-2.0	-1.0

Of the compounds above, these contain a Cl atom:
(5) Cc1ccc(C(=O)OCC(=O)Nc2ccc(F)c(Cl)c2)o1
(6) CC(c1cccs1)N(Cc1ccco1)C(=O)Nc1ccc(Cl)c(Cl)c1 (stereo unspecified)
(17) Clc1ccc(Cn2ncc3c(NCc4ccccc4)ncnc32)c(Cl)c1
(25) CCC(=O)Nc1cccc(NC(=S)NC(=O)c2ccc(Cl)cc2)c1
(26) NC(=O)C1CCN(C(=O)C2CCC(=O)N(Cc3ccc(Cl)cc3)C2)CC1 (stereo unspecified)
(37) Cc1ccc(NC(=O)c2ccccc2Cl)c(Cl)c1
(39) Clc1ccc(Cn2ncc3c(NCc4ccco4)ncnc32)c(Cl)c1

Compound	5	6	17	25	26	37	39
hcDAF-12 act	0.0	-2.2	-2.8	-1.6	0.9	0.6	-2.2
FXN GAA850 act	1.1	-0.2	.	2.9	0.3	2.5	.
DAX1 inh-1	-0.9	0.2	1.1	0.6	0.2	0.9	-2.6
SMARCA2 activ	-2	-2	-3	6	-2	13*	-2
sPLA2-III inh	11	-4	2	3	2	1	-24
GC-B act	-2	-2	2	-7	2	-1	7
hgDAF12 agonist	-0.2	-0.1	2.6	4.0	-0.5	11*	-1.1
DAX1 inh-2	-0.1	-0.6	.	3.9	0.5	0.9	.
proKLK7 act	-0.4	-0.2	0.3	0.1	-0.2	-0.9	0.4
GC-A act	1	-2	-4	-1	3	5	1
ssDAF12 agonist	-0.7	-1.4	-0.7	-0.9	-0.9	-0.4	-2.0
